# AMA1 RON2 block – qHTS for Inhibitors of AMA1-RON; Towards Development of Antimalarial Drug Lead: Primary Screen; Plasmodium falciparum AMA1 (3D7) - RON2 peptide interaction; AlphaScreen AMA1-biotinylated RON2 peptide binding; Potency, µM (series often up to 58.2 µM), without a hit: top-dose activity change, negative = inhibition, most hits filed as inhibitors; actives 0.2% (n = 360,000); AID 720542, 2013;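 further: potency means the concentration at half of the fitted maximal effect; 0% = vehicle wells and -100% = peptide control; nearly all actives have a fitted effect of over 45% in size; some results filed as inactive show a strong effect at the top dose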
#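 AMA1 (3D7) with his tag at 25 nM final met compounds first, then biotinylated RON2 peptide at 25 nM; detection used donor plus acceptor beads, 10 µg/mL apiece, read by AlphaScreen after 30 min at room temperature.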
# FBPA Giardia inh – qHTS Assay for Inhibitors of Fructose-1,6-bisphosphate Aldolase from Giardia Lamblia | A8B2U2 | purified Giardia FBPA | Potency, µM (doses to about 59.6 µM), for the others: at the highest dose activity, negative = inhibition, usual class: inhibitors | actives 0.71% (n = 290,000); further: potency means the concentration at half of the fitted maximal effect; nearly all actives have a fitted effect of over 55% in size
# Target sequence (A8B2U2 whole entry, looked up): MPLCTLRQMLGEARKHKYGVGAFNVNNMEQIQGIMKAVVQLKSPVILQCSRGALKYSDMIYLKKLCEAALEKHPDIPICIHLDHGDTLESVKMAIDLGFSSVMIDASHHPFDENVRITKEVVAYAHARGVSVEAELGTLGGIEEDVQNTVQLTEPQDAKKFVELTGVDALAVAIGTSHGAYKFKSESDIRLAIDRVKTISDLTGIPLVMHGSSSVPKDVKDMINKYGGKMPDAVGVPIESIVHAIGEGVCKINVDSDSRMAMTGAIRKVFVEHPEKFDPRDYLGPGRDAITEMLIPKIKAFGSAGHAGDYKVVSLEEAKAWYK
#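 Giardia FBPA (40 nM reagent) was preincubated 10 min at RT with compound (up to 57.5 uM final), then substrate plus GAPDH/TPI/NAD/arsenate coupling system with diaphorase/resazurin was added; resorufin fluorescence (525/598 nm) was read after 20 min.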
# Sm TGR block – qHTS Assay for the Inhibitors of Schistosoma Mansoni Peroxiredoxins; purified TGR, DTNB reduction, TNB absorbance 405 nm; Potency, µM (highest dose often 114 µM), inactives show top-dose activity change, negative = inhibition, usual class: inhibitors; actives 3% (n = 360,000); AID 485364, 2010; further: potency means the concentration at half of the fitted maximal effect; nearly all actives have a fitted effect of over 60% in size
#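 Kinetic colorimetric format: TGR-catalysed, NADPH-driven DTNB reduction monitored via TNB absorbance. Enzyme dispensed at 20 nM; compound exposure 15 min at room temperature before reaction start.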
# AmpC no deterg – qHTS Inhibitors of AmpC Beta-Lactamase (assay without detergent); AmpC nitrocefin hydrolysis, absorbance 480 nm, 0.0001% Triton; Potency, µM (highest dose often 57.1 µM), inactives show at the highest dose activity change, negative = inhibition, actives largely listed as inhibitors; actives 0.52% (n = 330,000); AID 485341, 2010;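 further: potency means the concentration at half of the fitted maximal effect; plate controls were no compound for no effect and no enzyme for full effect; nearly all actives have a fitted effect of over 20% in size; some results filed as inactive show a strong effect at the top dose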
# Target sequence (P00811 whole entry, looked up): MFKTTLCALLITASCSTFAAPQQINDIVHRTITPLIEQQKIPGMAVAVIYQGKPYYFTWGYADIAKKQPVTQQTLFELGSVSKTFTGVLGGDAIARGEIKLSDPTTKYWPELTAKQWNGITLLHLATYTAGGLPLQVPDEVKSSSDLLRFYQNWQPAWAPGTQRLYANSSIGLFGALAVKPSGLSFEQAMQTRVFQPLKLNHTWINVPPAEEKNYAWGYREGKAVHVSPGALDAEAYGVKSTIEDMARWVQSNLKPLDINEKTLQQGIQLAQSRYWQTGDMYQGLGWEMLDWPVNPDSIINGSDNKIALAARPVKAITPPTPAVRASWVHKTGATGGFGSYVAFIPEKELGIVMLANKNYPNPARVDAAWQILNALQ
#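 AmpC (5.3 nM in the dispensed reagent) in 20 mM phosphate pH 7.0 with 0.01% (detergent screen) or 0.0001% Triton X-100 was preincubated with compounds for 15 min at room temperature. Nitrocefin was then added from an 800 uM solution, and hydrolysis was followed at 480 nm.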
# AmpC detergent – qHTS Inhibitors of AmpC Beta-Lactamase (assay with detergent); actives 0.041% (n = 370,000); P00811; AmpC hydrolysis of nitrocefin, absorbance 480 nm, 0.01% Triton; Potency, µM (doses to about 114 µM), for inactives: at the top dose activity change, negative = inhibition, usual class: inhibitors;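 further: potency means the concentration at half of the fitted maximal effect; 0% = no-compound wells and -100% = no-enzyme wells; nearly all actives have a fitted effect of over 25% in size; some results filed as inactive show a strong effect at the top dose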
#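 AmpC (5.3 nM in the dispensed reagent) in 20 mM phosphate pH 7.0 with 0.01% (detergent screen) or 0.0001% Triton X-100 was preincubated with compounds for 15 min at room temperature. Nitrocefin was then added from an 800 uM solution, and hydrolysis was followed at 480 nm.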
# HCMV inh – qHTS Assay for inhibitors of the human cytomegalovirus (HCMV); actives 4.5% (n = 410,000); activity change, negative = inhibition, % at 57.5 µM; HFF cells, HCMV-luciferase reporter, 72 h; active compounds read low; in the data active means activity change below about -60%; inconclusive means no clear call, values can overlap the other calls; inactive means above about -39%
#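 Luciferase read-out from HCMV-luciferase-infected HFFs (MOI 1 PFU/cell) 72 h post infection at 37C; compounds added after 16 h cell attachment; activity normalized between buffer-only basal and Salinomycin (10uM) inhibitor controls.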
# Starred values were filed as active, the others as inactive; ? = inconclusive; . = not tested or not shown; & = joins results of further samples; [ ] = dose if it differs, or a comment. Unless noted, the call rests on the fitted dose curve; in most records, active means well fitted curve in the direction sought with a large enough effect; inconclusive means small, poorly fitted or top-dose-only effect, or another doubt; inactive means no such curve, though single readings can be large; an effect the other way counts as inactive or inconclusive. Unless noted, on the % scale 0 is the no-effect control and ±100 the full control effect.
# The opening 14 entries (preview)
Structure | AMA1 RON2 block | FBPA Giardia inh | Sm TGR block | AmpC no deterg | AmpC detergent | HCMV inh
CN(C)c1ccc(/C=C(\Cl)c2nc3ccccc3s2)cc1 | -13% | -7% | 3% | -20% | 7% | .
COc1ccc(/C=C/C(=O)c2c(O)c(OC)c3occc3c2OC)cc1 | -16% | -2% | -7% | -17% | 3% | 9
COc1ccccc1N1CCN(C(=O)C2CCN(S(=O)(=O)c3ccc(C)cc3)CC2)CC1 | -10% | 0% | 0% | 204%[activator] | 3% | 10
CC(C)COc1ccc(C(=O)Nc2ccc(N3CCOCC3)cc2N2CCOCC2)cc1 | -12% | 10% | -6% | 2% | 6% | 1
CCCOc1ccc(/C=N/Nc2cc(N3CCOCC3)ncn2)c(O)c1 | 78%[activator] | ? | 6% | 32% | -13% | -101*
O=C(c1ccc(COc2c(F)c(F)c(F)c(F)c2F)o1)N1CCOCC1 | -3% | 6% | ? | 0% | -4% | -4
NC(=O)CC(NC(=O)Cc1ccc(Cl)cc1)c1ccc(NCCc2ccccc2F)c([N+](=O)[O-])c1 (centres undefined) | -4% | -3% | 11% | -32% | 8% | -18
CC1=C(c2ccc(C)c(C)c2)S(=O)(=O)N(Cc2ccc(C(=O)NC(C)c3ccccc3)cc2)C1=O (centres undefined) | . | . | -11% | . | 12% | 1
COc1ccc(OC)c(NC(=S)NCCN2CCOCC2)c1 | -11% | -14% | -2% | -1% | ? | -1
Oc1cc(NCCN2CCOCC2)cc2cccnc12 | . | . | ? | 0%&15% | -14% | -87*
CCS(=O)(=O)N1Cc2ccccc2CC1C(=O)Nc1ccc(C)cc1 (centres undefined) | 11% | 11% | 1% | -39% | 0% | 16
CC1CCN(C(=O)Cn2nnc(-c3ccc([N+](=O)[O-])cc3)n2)CC1 | -1% | -1% | 6% | -11% | ? | -33
COc1cccc2c1cc1c(=O)n(CC(=O)N3CCN(c4cccc(C)c4)C(C)C3)nc(C)n12 (centres undefined) | . | . | 4% | . | 22% | 20
COc1ccc(/C=C/C(=O)Nc2ccc(C34CC5CC(CC(O)(C5)C3)C4)cc2)cc1OC | -9% | -1% | -2% | 75%[activator] | 0% | -23

# All compounds of this part, previewed entries included:
Structure | AMA1 RON2 block | FBPA Giardia inh | Sm TGR block | AmpC no deterg | AmpC detergent | HCMV inh
CN(C)c1ccc(/C=C(\Cl)c2nc3ccccc3s2)cc1 | -13% | -7% | 3% | -20% | 7% | .
COc1ccc(/C=C/C(=O)c2c(O)c(OC)c3occc3c2OC)cc1 | -16% | -2% | -7% | -17% | 3% | 9
COc1ccccc1N1CCN(C(=O)C2CCN(S(=O)(=O)c3ccc(C)cc3)CC2)CC1 | -10% | 0% | 0% | 204%[activator] | 3% | 10
CC(C)COc1ccc(C(=O)Nc2ccc(N3CCOCC3)cc2N2CCOCC2)cc1 | -12% | 10% | -6% | 2% | 6% | 1
CCCOc1ccc(/C=N/Nc2cc(N3CCOCC3)ncn2)c(O)c1 | 78%[activator] | ? | 6% | 32% | -13% | -101*
O=C(c1ccc(COc2c(F)c(F)c(F)c(F)c2F)o1)N1CCOCC1 | -3% | 6% | ? | 0% | -4% | -4
NC(=O)CC(NC(=O)Cc1ccc(Cl)cc1)c1ccc(NCCc2ccccc2F)c([N+](=O)[O-])c1 (centres undefined) | -4% | -3% | 11% | -32% | 8% | -18
CC1=C(c2ccc(C)c(C)c2)S(=O)(=O)N(Cc2ccc(C(=O)NC(C)c3ccccc3)cc2)C1=O (centres undefined) | . | . | -11% | . | 12% | 1
COc1ccc(OC)c(NC(=S)NCCN2CCOCC2)c1 | -11% | -14% | -2% | -1% | ? | -1
Oc1cc(NCCN2CCOCC2)cc2cccnc12 | . | . | ? | 0%&15% | -14% | -87*
CCS(=O)(=O)N1Cc2ccccc2CC1C(=O)Nc1ccc(C)cc1 (centres undefined) | 11% | 11% | 1% | -39% | 0% | 16
CC1CCN(C(=O)Cn2nnc(-c3ccc([N+](=O)[O-])cc3)n2)CC1 | -1% | -1% | 6% | -11% | ? | -33
COc1cccc2c1cc1c(=O)n(CC(=O)N3CCN(c4cccc(C)c4)C(C)C3)nc(C)n12 (centres undefined) | . | . | 4% | . | 22% | 20
COc1ccc(/C=C/C(=O)Nc2ccc(C34CC5CC(CC(O)(C5)C3)C4)cc2)cc1OC | -9% | -1% | -2% | 75%[activator] | 0% | -23
Cc1cccc(Nc2c([N+](=O)[O-])ccc3nonc23)c1 | -8% | 11% | 2% | -17% | 3% | 69
O=C(NC(=S)NNC(=O)c1ccco1)c1ccc(Br)cc1 | 126%[activator] | 27% | 40µM* | -23% | -12% | 1
C[C@H](C(=O)CC(=O)OC(C)(C)C)[C@H](O)c1ccccc1 | 1% | 5%&5% | 1% | -1% | 7% | -31
CCc1ccc(NC(=O)CCS(=O)(=O)c2ccc3c(c2)n(C)c(=O)c(=O)n3C)cc1 | . | . | -7% | . | 17% | -29
COCCN1CCN(C(=O)C2CCC(=O)N(CCc3cccc(F)c3)C2)CC1 (centres undefined) | 1% | . | -1% | 1% | 1% | 73
Cc1ccc(NC(=O)CSc2nc(NS(=O)(=O)c3ccccc3)cc(=O)[nH]2)cc1 | 5% | -15% | 6% | -24% | -4% | .
O=C(CSc1nc2ccc(Cl)cc2o1)NCc1ccc2c(c1)OCO2 | -6% | 13% | 1% | -26% | 8% | -6
Cc1ccc(SCCNS(=O)(=O)c2ccc3c(c2)OCCO3)cc1 | -12% | -1% | -10% | -7% | -13% | -10
O=C(NC(=S)Nc1ccccn1)c1cccc([N+](=O)[O-])c1 | 95%[activator] | 16µM* | 24% | -14% | 7% | ?
CN1CCN(CC(=O)N2N=C(c3cccs3)CC2c2ccco2)CC1 (centres undefined) | -7% | -2% | 3% | -27% | -5% | 0
CC(=O)Nc1c(C)nn(-c2ccccc2)c1N1CCC(C(=O)Nc2ccc(C)cc2Cl)CC1 | . | . | -8% | . | -2% | -19
COCCN1C(=O)c2ccccc2C(C(=O)N2CCN(c3ccccc3)CC2)C1c1ccc(F)cc1 (centres undefined) | 1% | -1% | -4% | 131%[activator] | -5% | 2
Clc1cccc(N=C2NN=C(c3ccc4c(c3)OCCO4)CS2)c1 | 44%[activator] | 2% | -2% | -34% | 2% | .
CN(C)S(=O)(=O)c1ccc2c(c1)c(=O)c(C(=O)NCCCN1CCCCCC1)cn2C | 6% | 3% | -26% | 126%[activator] | -3% | -17
COc1ccc2[nH]c(CN3CCN(C(C)C)C(CCO)C3)c(C)c2c1 (centres undefined) | 2% | 2% | -2% | -17% | 2% | -16
CC1(C)CC2CC(C)(CN2c2ncnc3ccc(Br)cc23)C1 (centres undefined) | -6% | 6% | 3% | 142%[activator] | 18% | -62*
O=C(COC(=O)C1=COCCO1)Nc1ccccc1 | 16% | 5% | -3% | 31% | 2% | 136
CCOCC(=O)Nc1nnc(C2CCCCC2)s1 | -1% | 0% | -9% | -14% | ? | 22
COc1cccc(/C(C)=N/Nc2ccc(S(=O)(=O)N3CCCCC3)cn2)c1 | 0% | . | 1% | -19% | -6% | -24
O=C(O)c1cccc(NC(=O)c2ccc3c(c2)C(=O)N(CC2CCCO2)C3=O)c1 (centres undefined) | -30% | 3% | -2% | -15% | 2% | -108*
C=CCn1cc(CN2CCC(C(=O)Nc3cccc(-c4cccc(F)c4)c3)CC2)c(C)n1 | -6% | . | 5% | 127%[activator] | 1% | -20
CCN(C(=O)COC(=O)c1ccco1)c1cccc2ccccc12 | -6% | . | . | 3% | . | 39
Fc1cc(F)c(NC(=S)N2CCOCC2)c(F)c1 | 2% | -19% | 2% | -20% | 3% | -19
CCN(CC)C(=O)CC(c1ccccc1)c1ccco1 (centres undefined) | -2% | 2% | ? | 21% | -9% | 20
CCCCC(CC)CNC(=O)c1ccc2c(c1)OCO2 (centres undefined) | 5% | 0% | ? | -8% | -5% | -8
Cc1cc(Br)c(NC(=O)Cn2c([N+](=O)[O-])cnc2C)cc1C | -2% | 8% | 0% | -16% | ? | 5
O=C(O)C1C2C=CC(C2)C1C(=O)NCc1ccc2c(c1)OCO2 (centres undefined) | 12% | 1% | 1% | -15% | -2% | 68
Cc1ccc2nc(-c3cccnc3)c(NC3CCCCC3)n2c1 | -3% | 1% | -22% | -24% | -2% | -2
Cc1cccc(C)c1NC(=O)c1cccc2c1-c1ccccc1C2=O | -14% | 1% | 3% | -16% | -24% | -21
O=C(CSc1n[nH]c(=O)[nH]c1=O)Nc1ccccc1C(=O)c1ccccc1 | -17% | -11% | 8% | -19% | -1% | 0
Cc1ccc(C(=O)NNC(=O)C2CCN(c3nc(C)cc(C)n3)CC2)cc1 | 65%[activator] | 5% | 9% | -16% | -4% | 20
COc1cccc2sc(N(CCN(C)C)C(=O)c3ccc4c(c3)CCCC4)nc12 | -28% | -11% | -9% | 158%[activator] | -3% | ?
O=C(NC(=S)Nc1ccc(Br)cc1F)C1CCCCC1 | 4% | . | . | -4% | . | 15
Cc1ccc(S(=O)(=O)Nc2c(NC3CCCCC3)c3ccccc3oc2=O)cc1 | 0% | . | 1% | -33% | 4% | -19
Cc1ccc(C(=O)N2CCN(C)CC2)cc1[N+](=O)[O-] | -4% | 3% | 6% | 1% | ? | 37
COc1ccc(-n2nnc(-c3nsc(NC(=O)c4ccc(C)c(C)c4)n3)c2C)cc1Cl | . | . | 5% | . | 1% | -9
COc1ccc(NC(=O)CN(C)C(=O)C2=NN(c3ccccc3)C(=O)CC2)cc1 | -6% | . | -21% | -15% | -2% | -18
O=C(NC1CCN(Cc2ccccc2)CC1)C12CC3CC(CC(C3)C1)C2 | 4% | -7% | -7% | -33% | -1% | ?
COc1ccc(OC)c2c1nc1n2CCS1 | 13% | -6% | -3% | -28% | -1% | 14
Cc1c(NC(=O)c2cnn3cccnc23)c(=O)n(-c2ccccc2)n1C | -13% | -1% | 4% | -13% | -11% | -36
COc1ccc(S(=O)(=O)N2CCC(C(=O)Nc3c(F)cccc3F)CC2)cc1 | 13% | 3% | -3% | -19% | ? | 29
CCCC(=O)N1CCN(c2ccc(NC(=O)c3ccc([N+](=O)[O-])o3)cc2Cl)CC1 | -5% | -29% | ? | -21% | 0% | -109*
CC1CCN(C(=O)C2Cc3ccccc3CN2S(=O)(=O)c2ccc(F)cc2)CC1 (centres undefined) | -3% | 0% | 5% | 3% | -3% | -4

# Screening results deposited in PubChem BioAssay by National Center for Advancing Translational Sciences (NCATS).
